MsrA inh: bovine MsrA inhibition | purified bovine MsrA, absorbance read-out | inhibition, % at 15.5 µM | actives 0.75% (n = 360,000); in the data active = inhibition above about 4.5%;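 note: 0% = vehicle wells with enzyme and 100% = reference inhibitor wells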
eLon inh: inhibitors of E. coli Lon protease; P0A9M0; AID 602123; inhibition, % at 7.94 µM; purified E. coli Lon protease, fluorescence polarization; actives 0.42% (n = 360,000); in the data active = inhibition above about 13%, passing the limit was not always enough;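 note: 0% = enzyme with probe and DMSO and 100% = no enzyme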
SUMO1 PPI mod: modulators of human SUMO1-mediated protein-protein interactions | inhibition, % at 20 µM | SUMO1 binding to a labelled peptide, TR-FRET, 1 h | P63165 | actives 0.33% (n = 360,000); in the data active = inhibition above about 37%
LMPTP inh: LMPTP (human) inhibition. AID 651560. actives 0.22% (n = 360,000). inhibition, % at 20 µM. recombinant LMPTP-A, OMFP fluorogenic substrate, fluorescence intensity;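 active = compounds that cut the enzyme signal by at least half of the control window in the single-dose screen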;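 note: plate controls were DMSO wells with enzyme plus substrate for no effect and substrate without enzyme for full effect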
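Assay system: LMPTP-A phosphatase enzyme | Input: 0.625 nM enzyme | Also added: Fluorogenic phosphatase substrate OMFP at 400 µM final | Compound dosing: One test concentration per compound, 20 µM, with 3% DMSO overall | Schedule: 50 min enzyme reaction at room temperature, protected from light | Signal: Fluorescence intensity | Benchmarks: no-enzyme and uninhibited controls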
CendR NRP1 mod: NRP-1/CendR interaction modulation; actives 0.85% (n = 360,000); FAM-RPARPAR peptide binding to NRP-1, fluorescence polarization; AID 602438; O14786; inhibition, % at 25 µM;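 active = inhibition or corrected inhibition above about 18%, plus a signal ratio from 0.5 to 1.5, limit read from the data, passing the limit was not always enough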; note: strong numbers were not always called active
Scp-1 inhibitor: Scp-1 (human) phosphatase inhibition | Q9GZU7 | Recombinant Scp1, phosphopeptide, malachite green phosphate absorbance | inhibition, % at 20 µM | actives 0.88% (n = 340,000) | AID 493091;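 active = inhibition above about 50% at 20 µM, limit read from the data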;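 note: plate controls were DMSO wells with enzyme for no effect and wells lacking enzyme for full effect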
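Test system: SCP-1 phosphatase catalytic domain, residues 76-261; measured by: colorimetric phosphate reagent with accelerator and stabiliser, absorbance at 630 nm; timing: enzyme reaction 45 min at room temperature, colour 5 min, stabilisation 30 min; also added: Phosphorylated 17-residue peptide substrate; compound dosing: one concentration, 20 µM, with 1.0% DMSO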
DNMT1 inh: DNMT1 (human) enzyme inhibition | P26358 | DNMT1 molecular beacon, Hinp1I cleavage, fluorescence | inhibition (reported as % activation of signal), % at 10 µM | actives 0.83% (n = 360,000) | AID 588458; in the data active = inhibition above about 50%
Target sequence (P26358 504-1616 limits assumed): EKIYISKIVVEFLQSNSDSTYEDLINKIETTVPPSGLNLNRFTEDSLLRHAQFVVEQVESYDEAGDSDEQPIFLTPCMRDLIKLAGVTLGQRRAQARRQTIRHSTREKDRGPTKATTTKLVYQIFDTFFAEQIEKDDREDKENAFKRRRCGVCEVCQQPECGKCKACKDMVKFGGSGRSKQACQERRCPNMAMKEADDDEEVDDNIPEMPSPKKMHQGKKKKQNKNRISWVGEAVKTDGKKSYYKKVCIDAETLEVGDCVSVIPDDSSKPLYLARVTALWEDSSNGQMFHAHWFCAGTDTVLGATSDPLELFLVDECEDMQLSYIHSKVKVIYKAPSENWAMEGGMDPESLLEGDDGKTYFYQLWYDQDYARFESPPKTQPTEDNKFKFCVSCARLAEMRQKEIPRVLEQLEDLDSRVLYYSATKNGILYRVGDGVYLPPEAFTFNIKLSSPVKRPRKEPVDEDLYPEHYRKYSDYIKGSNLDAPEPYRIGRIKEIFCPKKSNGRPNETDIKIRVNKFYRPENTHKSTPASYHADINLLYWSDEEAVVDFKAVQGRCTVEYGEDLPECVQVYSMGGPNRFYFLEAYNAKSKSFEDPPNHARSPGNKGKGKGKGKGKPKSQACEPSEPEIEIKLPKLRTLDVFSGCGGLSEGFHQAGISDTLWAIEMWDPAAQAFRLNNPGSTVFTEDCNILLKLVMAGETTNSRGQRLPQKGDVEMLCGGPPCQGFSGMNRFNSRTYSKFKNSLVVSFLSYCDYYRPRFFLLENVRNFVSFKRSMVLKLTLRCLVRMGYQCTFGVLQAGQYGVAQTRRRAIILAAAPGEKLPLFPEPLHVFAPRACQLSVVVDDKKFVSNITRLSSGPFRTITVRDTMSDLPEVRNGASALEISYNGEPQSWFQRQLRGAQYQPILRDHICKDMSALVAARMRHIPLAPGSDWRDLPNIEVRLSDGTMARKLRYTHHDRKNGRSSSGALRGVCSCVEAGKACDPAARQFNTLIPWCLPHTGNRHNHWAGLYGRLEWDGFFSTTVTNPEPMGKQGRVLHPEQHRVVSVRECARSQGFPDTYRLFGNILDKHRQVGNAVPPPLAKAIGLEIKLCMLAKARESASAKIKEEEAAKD
bovine MsrA act: activates bovine MsrA enzyme | activation, % at 10.6 µM | actives 0.3% (n = 360,000) | purified bovine MsrA, absorbance read-out; in the data active = activation above about 7.5%;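 note: 0% = vehicle and 100% = reference activator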
TbMetRS inhib: Trypanosoma brucei MetRS inhibition | purified T. brucei MetRS, ATP depletion, Kinase-Glo luminescence | actives 0.4% (n = 360,000) | inhibition, % at 11.9 µM;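 active = inhibition above a per-plate cutoff of the control wells' mean inhibition plus 3 SD, cut at about 5.5% in these data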;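 note: 0% = DMSO wells median and 100% = median of wells with control inhibitor compound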
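Test system: purified T. brucei MetRS enzyme. Also added: ATP, methionine and E. coli bulk tRNA substrates. Compound: 11.9 µM single point. Schedule: 15 min enzyme-compound preincubation, 2 h reaction, 10 min detection, 25 °C. Signal: luciferase luminescence of residual ATP, Kinase-Glo. Evaluation: percent inhibition versus plate control medians. Controls: DMSO wells, low control.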
STEP block: inhibitors of human striatal-enriched phosphatase STEP. P54829. recombinant STEP, OMFP fluorogenic substrate, fluorescence. inhibition, % at 20 µM. actives 0.25% (n = 360,000). AID 588621;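 active = inhibition at 20 µM, scaled per plate between control wells, above about 37%, limit read from the data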;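 note: 0% = DMSO with enzyme and substrate and 100% = substrate only without enzyme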
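Assay system: isolated STEP enzyme. Buffer or medium: pH 6.0 Bis-Tris with DTT and Tween 20. Also added: fluorogenic phosphatase substrate OMFP at 25 µM final. Dosing: 20 µM, 1% DMSO. Timing: 20 min reaction, room temperature, in the dark. Measured by: fluorescence intensity, excitation 480 nm, emission 540 nm. Evaluation: normalized % inhibition.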
* hit, by the source's call; . = no result given.

The line under a structure holds: MsrA inh | eLon inh | SUMO1 PPI mod | LMPTP inh | CendR NRP1 mod | Scp-1 inhibitor | DNMT1 inh | bovine MsrA act | TbMetRS inhib | STEP block
> O=C(Cc1ccccc1[N+](=O)[O-])N1CCN(c2ccccc2F)CC1
→ 1.0 | -12 | -9 | -0.5 | 12 | -10 | -1 | -3 | -0.2 | -1
> CCC(=O)N1CCc2cc(S(=O)(=O)NCCc3ccc(S(N)(=O)=O)cc3)ccc21
→ -0.8 | 4 | 2 | -1.0 | -3 | -3 | 1 | -3 | 0.2 | -5
> COC(=O)c1ccc(NC(=O)COc2cccc3c2OC(C)(C)C3)cc1
→ -0.9 | -5 | -3 | 0.7 | 6 | -1 | 0 | -10 | -0.5 | 1
> Cc1cccc(OCc2cc(-c3ccccc3)no2)c1C
→ 0.3 | -5 | 3 | 2.6 | 11 | -14 | 3 | -2 | -0.2 | 3
> Cn1c(=O)cc(C(=O)N/N=C/c2ccc(F)cc2)[nH]c1=O
→ 2.1 | 0 | -5 | -0.2 | -18 | 2 | -3 | -3 | 0.7 | 0
> Cc1cc(N2CCOCC2)c2c(N)c(Br)cc(C)c2n1
→ -0.2 | 0 | 5 | 0.4 | 5 | -2 | -7 | -4 | -0.1 | -4
> CSCCC(NC(=O)c1ccc(Cl)cc1Cl)C(=O)NCc1ccncc1 (stereo unspecified)
→ 0.4 | 1 | 3 | 0.0 | -5 | 1 | 1 | -2 | 0.7 | -1
> Cc1ccc(S(=O)(=O)Nc2cc3c4c(c2)CC(=O)N4CCC3)cc1
→ -2.0 | 4 | -1 | 1.4 | 11 | 1 | -2 | -3 | -0.4 | 2
> O=C(CN(C(=O)CCC(=O)Nc1nccs1)c1ccc2c(c1)OCO2)NCc1ccc(F)cc1
→ 0.8 | 3 | 1 | 4.4 | 5 | -6 | -6 | -2 | 0.9 | 7
> CCOC(=O)C1=C(c2ccccc2)OC(N)=C(C#N)C1c1cccnc1 (stereo unspecified)
→ -1.2 | -5 | -7 | -1.6 | -2 | -5 | -3 | -7 | -0.3 | -5
> O=[N+]([O-])c1ccc(Oc2ccc(S(=O)(=O)N3CCCCC3)cc2)cc1
→ 1.0 | -5 | -23 | 1.0 | 1 | -10 | -2 | -3 | 0.2 | 4
> O=C(c1cccc(Cl)c1)N1CCC(N2CCC(C(=O)N3CCOCC3)CC2)CC1
→ -0.2 | -4 | 2 | -0.2 | 0 | -6 | -1 | -2 | 0.1 | 1
> Cc1nc(SCC(=O)NNC(=O)c2cccs2)[nH]c(=O)c1C
→ 2.4 | 7 | 1 | -1.6 | -1 | -2 | -1 | -6 | 0.0 | 0
> O=C(O)CCC(=O)Nc1ccc(C(=O)OCC(=O)c2ccc(Cl)cc2)cc1
→ 0.4 | -1 | 3 | -0.9 | -4 | -5 | 1 | 1 | 0.0 | 10
> O=[N+]([O-])c1ccc(C2OCCO2)cc1CS(=O)(=O)c1ccccc1
→ 1.5 | -1 | -21 | -1.7 | -3 | -1 | 2 | -4 | 0.4 | 6
> O=C(Nc1ccccc1)C1CCN(c2nccs2)CC1
→ 0.1 | -1 | 3 | 2.2 | -16 | -10 | -9 | -4 | 0.3 | -2
> Cc1ccc(SC(C)C(=O)NC(N)=O)c(C)c1 (stereo unspecified)
→ 1.3 | 2 | 0 | -1.1 | 4 | -5 | 8 | -1 | -0.7 | 0
> CC[C@@H]1[C@H]2CCCC(=O)N3CC[C@@H](C[C@@H]1OC(=O)Nc1ccccc1)[C@@H]23
→ -0.1 | 0 | 1 | 0.4 | -4 | -6 | 0 | -3 | -0.3 | -4
> Cc1cccc(NC(=O)CSc2nnc(C3CC3)n2CC2CCCO2)c1C (stereo unspecified)
→ -0.5 | 2 | 5 | 0.1 | -8 | -4 | 2 | -2 | -0.1 | -2
> CN(C)c1ccc(S(=O)(=O)N2CCCCC2)cc1NC(=O)C1=NN(c2ccccc2)C(=O)CC1
→ 1.1 | 0 | 4 | 1.9 | -2 | -5 | -2 | -2 | 0.1 | 2
> CNC(=S)N/N=C(\C)c1ccc(Cl)c(Cl)c1
→ 2.0 | 7 | -3 | 0.6 | 5 | -11 | -2 | -6 | -1.5 | -3
> CCC(C)(C)C1CCC2(CC1)NC(=S)N(c1ccccc1)N2 (stereo unspecified)
→ -0.6 | 7 | -2 | 1.1 | -4 | 1 | 0 | -2 | -0.2 | 3
> CC1(C)C2CCC1(CS(=O)(=O)N1CCN(c3ccc(F)cc3)CC1)C(=O)C2 (stereo unspecified)
→ 0.8 | 2 | 0 | 0.8 | 9 | -5 | -1 | -2 | -0.3 | 0
> COc1ccc(CC(=O)N2CCN(c3ccccn3)CC2)cc1OC
→ 0.6 | -3 | -1 | -1.8 | -12 | 0 | 1 | -9 | -0.7 | 4
> Cc1ccc(NC(=O)CCNCc2ccco2)cc1S(=O)(=O)N(C)C
→ 0.3 | 1 | 0 | -1.2 | 0 | -10 | -1 | 0 | 0.6 | 0
> COc1ccc2oc(=O)c(C(=O)N3CCN(c4ccc(F)cc4)CC3)cc2c1
→ -0.3 | -7 | -9 | -0.4 | 1 | -10 | 2 | -4 | -0.2 | 3
> COCCNC(=O)C(C)OC(=O)c1cc2sccc2n1C (stereo unspecified)
→ 1.8 | 3 | 1 | -1.6 | 0 | 0 | 0 | -2 | 0.2 | -3
> Cc1ccc(OCC(=O)NCC(=O)Nc2ccc(F)cc2)c([N+](=O)[O-])n1
→ 0.2 | 2 | -16 | -2.3 | -1 | -4 | -2 | -4 | 0.2 | 0
> O=C(NCc1ccccc1Cl)C1CCCN1S(=O)(=O)c1ccc(F)cc1 (stereo unspecified)
→ 0.2 | -13 | 17 | 1.2 | -8 | -4 | 2 | 0 | 1.8 | -4
> Cc1nc2c(C(=O)NCc3ccc4c(c3)OCO4)c[nH]n2c(=O)c1Cc1ccccc1F
→ . | 5 | 22 | 0.8 | -15 | 2 | 3 | -3 | 0.8 | 0

The list continues.
smiles,MsrA inh,eLon inh,SUMO1 PPI mod,LMPTP inh,CendR NRP1 mod,Scp-1 inhibitor,DNMT1 inh,bovine MsrA act,TbMetRS inhib,STEP block
NS(=O)(=O)c1ccc(NC(=O)CSc2ncccn2)cc1,0.4,3,-3,-3.5,2,-1,-2,-4,-0.2,-2
CCc1ncc(CN2CCC(C(=O)Nc3ccc(-n4nc(C)cc4C)cc3)CC2)cn1,1.4,-12,-8,-0.6,0,1,1,0,-0.7,-2
OCCNc1nc(Nc2cccc(O)c2)nc2ccccc12,0.7,-8,1,39,-1,-2,1,-3,18*,2
CC1=C(C(=O)N2CCOCC2)C(c2ccccc2F)C2=C(CC(C)(C)CC2=O)N1 (stereo unspecified),2.7,4,5,-0.2,-10,-3,-3,-1,0.1,1
CC(Oc1ccc2ccccc2c1)C(=O)NNC(=O)Nc1ccccc1F (stereo unspecified),1.1,-15,-1,-0.4,8,-4,1,-2,0.1,0
CC(=O)N1c2ccc(S(=O)(=O)N(C)CC(=O)N(C)Cc3ccccc3)cc2CC1C (stereo unspecified),0.0,-22,-4,-0.8,2,-1,2,-2,-0.4,-1
CS(=O)(=O)NNC(=O)c1cc2cc3ccccc3nc2s1,-0.2,5,-9,0.0,-4,-1,2,-2,-0.8,1
Cc1cc(=O)oc2cc(NC(=O)CN3C(=O)NC(C)(c4ccccc4)C3=O)ccc12 (stereo unspecified),2.0,3,-3,-0.2,-1,7,-1,-5,-0.2,2
CCN(Cc1ccccc1)C(c1ccc(C)cc1)c1nnnn1C(C)(C)CC (stereo unspecified),-0.7,7,0,1.3,-2,5,1,-1,-0.5,5
O=C(Cn1cc(C(F)(F)F)cc(Cl)c1=O)NC1CCS(=O)(=O)C1 (stereo unspecified),1.2,-9,-1,-1.0,10,-13,3,-3,-0.3,-1
COc1ccc(-c2cc(-c3nnc(COC(=O)CC4CCCC4)o3)c3ccccc3n2)cc1OC,0.0,-6,-3,3.4,11,12,-12,-12,-0.4,0
Cc1ccc(S(=O)(=O)NCC(=O)NCC2COc3ccccc3O2)cc1C (stereo unspecified),-0.4,5,-2,-0.5,-5,-9,-2,-3,0.0,2
CCOC(=O)c1nn(-c2ccccc2)cc1O,0.4,-3,-6,-0.7,-3,-11,1,1,0.1,0
O=C(CSc1nnc(-c2ccc(F)cc2)o1)Nc1ccc(S(=O)(=O)N2CCCCCC2)cc1,-0.5,-6,0,-1.7,-7,-5,9,-1,-0.4,-1
CCc1ccc(NS(=O)(=O)c2c(C(=O)N3CCOCC3)c(C)n(C)c2C)cc1,-0.3,-1,4,-1.6,-9,-6,3,-5,-0.9,-2
N#CC1=C(SCC(N)=O)NC(=O)CC1c1cccc2ccccc12 (stereo unspecified),0.2,-14,-2,0.9,-14,-1,1,-6,0.3,0
CN(CC(=O)Nc1ccc(Cl)c(C(F)(F)F)c1)CC(=O)NC1CCCCC1,.,-2,-2,1.4,9,8,4,-2,-0.1,-2
Cc1cc(C)c(NC(=O)c2cccc(NC(=O)c3ccco3)c2)c(C)c1,-0.3,-10,2,-1.8,1,0,-6,-1,0.0,1
CC(C)(C)c1ccc(-c2n[nH]c(=S)n2/N=C/c2ccncc2)cc1,-0.5,-6,-10,-0.6,4,35,3,-1,-0.5,3
CC(=O)c1c(C)[nH]c(C(=O)COC(=O)C2CC2)c1C,-0.8,-2,3,-0.6,0,1,-1,-4,-0.5,-1
CC(=O)Nc1ccc(-c2ccnc3c2CC(C)(C(=O)NCc2ccc(N(C)C)cc2)O3)cc1 (stereo unspecified),-0.3,-2,-1,-0.8,5,.,1,-4,0.0,-4

Compound activity deposited in PubChem by several laboratories.
